SRC2 inh = human SRC2 (NCOA2) inhibition; 0.17% of 370,000 active; inhibition, % at 9 µM; HEK293 GAL4-SRC2 luciferase reporter, luminescence; AID 651957;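 active means inhibition above the mean inhibition of all tested compounds plus 3 SD, set per campaign, cut at about 52% in these data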;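 further: 0% = DMSO treated cells and 100% = cells given Gossypol at 36 µM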
NOD2 RIPK2 PPI = blocks binding of human NOD2 to RIPK2 | O43353 | CHO BLA complementation NOD2-RIPK2, CCF4 ratio | inhibition, % at 4.98 µM | 0.38% of 360,000 active | AID 624267; in the data active means inhibition above about 21%;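 further: 0% = vehicle only and 100% = reference blocker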
TLR9-MyD88 block = TLR9-MyD88 interaction inhibition; CHO BLA complementation TLR9-MyD88, CCF4 FRET ratio; inhibition, % at 4.98 µM; 0.21% of 340,000 active;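 active means inhibition above the mean over all tested compounds plus 3 SD, cut at about 21% in these data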;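 further: 0% = DMSO only wells and 100% = clavulanate BLA inhibitor control wells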
MC4R antagonist = antagonists of human melanocortin 4 receptor (MC4R); MC4R-expressing cells, MTII-stimulated cAMP, LANCE TR-FRET; inhibition, % at 6.5 µM; P32245; 0.48% of 360,000 active;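 active means inhibition above its plate's cutoff, the mean of tested wells on that plate plus 3 SD, cut at about 29% in these data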;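 further: 0% = Melanotan II alone and 100% = Melanotan II plus saturating MCL0020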
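System – human MC4R-expressing U2OS cells · Also added – Melanotan II · Dosing – one concentration, 6.5 µM nominal · Timing – 30-min compound, 1-h challenge, 1-h detection, room temperature · Measured by – Eu-cAMP/anti-cAMP TR-FRET, emission 671 nm · Replicates – singlicate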
N-glyco inh = N-linked glycosylation inhibition | D54 ERlucT glycosylation luciferase reporter, 24 h; percent of 100 nM tunicamycin response | reporter increase, % at 12.5 µM | 0.23% of 360,000 active | AID 588692;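 active means mean luciferase reporter signal, scaled so untreated is 0 and the glycosylation-blocking control 100, at or above a set limit in every replicate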;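 further: luciferase carries N-glycosylation sites so blocking glycosylation raises the light; 0% = median of neutral control wells and 100% = median of 100 nM tunicamycin wells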
ABCB6 inh 2 = human ABCB6 transporter inhibition | K562-ABCB6 porphyrin accumulation, flow cytometry, 1 h; active compounds read low | fluorescence ratio to DMSO, % at 10 µM | 0.19% of 360,000 active;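 active means fluorescence ratio to DMSO below 75%, the collection mean minus 3 SD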;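 further: signal is porphyrin accumulated inside mitochondria; 100% equals median channel fluorescence of DMSO control wells; lower ratio means ABCB6 inhibition with less porphyrin fluorescence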
Target sequence (Q9NP58 whole entry, looked up): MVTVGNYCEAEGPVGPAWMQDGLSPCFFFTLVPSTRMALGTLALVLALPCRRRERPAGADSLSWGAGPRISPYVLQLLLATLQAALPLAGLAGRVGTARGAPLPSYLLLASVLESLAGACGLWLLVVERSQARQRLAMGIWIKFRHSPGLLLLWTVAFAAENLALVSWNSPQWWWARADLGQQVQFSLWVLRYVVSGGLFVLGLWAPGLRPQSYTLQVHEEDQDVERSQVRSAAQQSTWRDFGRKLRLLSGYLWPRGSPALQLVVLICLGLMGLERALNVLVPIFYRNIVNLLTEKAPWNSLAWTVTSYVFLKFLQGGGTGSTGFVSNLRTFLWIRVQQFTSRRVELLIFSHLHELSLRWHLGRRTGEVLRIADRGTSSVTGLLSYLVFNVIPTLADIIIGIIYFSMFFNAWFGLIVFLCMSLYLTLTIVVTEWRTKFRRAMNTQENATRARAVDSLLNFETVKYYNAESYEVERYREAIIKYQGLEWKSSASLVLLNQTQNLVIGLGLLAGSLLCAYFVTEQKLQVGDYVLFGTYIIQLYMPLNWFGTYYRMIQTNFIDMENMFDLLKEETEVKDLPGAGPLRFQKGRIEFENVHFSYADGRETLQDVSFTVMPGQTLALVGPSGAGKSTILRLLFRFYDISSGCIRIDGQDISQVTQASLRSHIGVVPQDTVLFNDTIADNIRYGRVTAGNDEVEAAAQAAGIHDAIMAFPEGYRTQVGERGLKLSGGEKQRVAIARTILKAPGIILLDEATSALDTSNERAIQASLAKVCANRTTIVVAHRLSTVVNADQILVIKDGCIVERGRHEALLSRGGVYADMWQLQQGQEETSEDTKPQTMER
MC4R ag barr = human MC4R agonism via beta-arrestin; P32245; U2OS MC4R beta-arrestin complementation, luminescence; percent of melanotan II response, DMSO zero; activation, % at 8.9 µM; 0.98% of 360,000 active;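 active means activation above a per-plate cutoff, the mean activation of sample wells on that plate plus 3 SD, cut at about 8% in these data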
Cardio protect = protects H9c2 cardiomyocytes from peroxide injury; H2O2 injury protection, ATPLite, 2 h; 0.63% of 360,000 active; protection from H2O2 cell death, % at 20 µM; AID 588492;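 active means compounds giving at least 50% protection of heart cells from peroxide-induced death in the single-dose screen, raw or plate-pattern-corrected value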;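 further: 0% = DMSO wells with peroxide and 100% = DMSO wells without peroxide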
ABHD5 PLIN5 PPI = blocks binding of human ABHD5 to perilipin-5; inhibition, % at 4 µM; 0.78% of 360,000 active; Split G. princeps luciferase complementation, luminescence, 4 h; AID 602281;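 active means inhibition above the mean inhibition across every tested compound plus 3 SD, cut at about 22% in these data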;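 further: 0% = DMSO only wells and the 100% control is not disclosed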
HTR2A ag = activates the mouse 5-HT2A serotonin receptor; activation, % at 7.6 µM; 0.66% of 360,000 active; AID 624169; CHO-K1 mHTR2A beta-arrestin complementation, luminescence; percent of 30 µM serotonin response; P35363;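 active means activation above a run cutoff, the mean activation of all tested compounds plus 3 SD, cut at about 14% in these data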;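 further: 0% = plate median of compound wells and 100% = 30 µM serotonin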
Active calls of the source: *; . = no result given. Some of the compounds tested (hit frequency here may not be typical).

SMILES	SRC2 inh	NOD2 RIPK2 PPI	TLR9-MyD88 block	MC4R antagonist	N-glyco inh	ABCB6 inh 2	MC4R ag barr	Cardio protect	ABHD5 PLIN5 PPI	HTR2A ag
COc1ccccc1-c1ccc(/C=C2\C=CC(=O)O2)o1	14	48*	.	-3	-1	124	-2.5	5	14	-1
COCCCNC(=O)c1cc2cc3cc(OC)ccc3nc2o1	-16	5	3	5	1	97	-1.6	-1	5	-3
c1cncc(-c2ccnc3ncnn23)c1	10	-8	5	7	2	99	-2.2	16	5	6
CC(C)CC(O)(CC(C)C)C(=O)NNc1ccccc1	-1	-3	5	3	2	108	-0.4	11	-4	-1
Cc1ccc(NC(=O)COC(=O)CNC(=O)c2ccc3ccccc3c2)c([N+](=O)[O-])c1	-16	-2	7	12	3	104	-2.7	3	-5	-2
COc1ccc(C)cc1N(CC(=O)N/N=C/c1ccc2c(c1)OCO2)S(C)(=O)=O	11	5	1	10	1	98	-1.1	1	9	-6
COc1cc(C(=O)N2c3ccccc3CCC2C)cc(OC)c1OC (configuration not stated)	12	4	11	4	0	97	0.2	3	1	-7
COc1ccc(N=C2C(=Nc3ccc(OC)cc3)N(c3ccc(OC)cc3)C(=S)N2C(=O)c2ccc(OC)cc2)cc1	-7	1	-2	-6	0	97	1.0	-1	-16	-1
COc1ccc2c(c1OC)C(=O)N1N=C(c3ccc(Cl)cc3)CC21 (configuration not stated)	23	3	3	0	-1	105	-2.5	6	-6	-2
Cc1cc(NC(=O)CSc2nnc(-c3ccncc3)n2Cc2ccccc2)n(-c2ccccc2)n1	-15	-10	-11	1	3	97	-1.3	9	-5	0
O=C(Nn1c(Cc2cccs2)nc2ccccc2c1=O)c1cccs1	3	2	2	3	1	96	-2.6	3	-4	-5
O=c1[nH]c(C2CCN(S(=O)(=O)c3ccc(F)cc3)CC2)nc2c1nnn2Cc1ccc2c(c1)OCCO2	-7	1	-10	10	2	96	2.8	-3	29*	15*
COc1ccc2c(c1)C(CC(C)=O)N(c1ccc(-c3cccs3)cc1)C(c1ccsc1)=C2 (configuration not stated)	1	-10	.	.	.	93	.	.	-9	-1
Cc1cc(NC(=O)c2ccccc2)ccc1NC(=O)c1ccccc1Cl	-15	-7	-4	3	-3	94	1.7	0	-8	2
COc1ccc(-c2cc3nc(NCCCN(C)C)n(C)c(=O)c3s2)cc1OC	-16	7	.	-1	1	102	0.1	5	-1	-5
COC(=O)CCC(=O)NC(=S)Nc1ccc(S(=O)(=O)Nc2cc(C)on2)cc1	-7	-13	-6	-1	2	100	-3.0	6	2	5
CCC/C(=C1/c2ccccc2C(=O)N1c1ccccc1)c1ccc2[nH]ccc2c1	-2	-1	-1	-2	15	88	-0.9	-6	2	-7
Cc1ccc(SCCOCCN2CC(C)OC(C)C2)cc1 (configuration not stated)	4	-8	-11	-2	-1	92	-0.2	-4	-1	-4
COc1ccc(-c2nn(-c3ccccc3)cc2/C=C(\CC(=O)O)c2nc3ccccc3s2)cc1OC	-29	-13	-2	9	3	98	-0.7	-13	4	3
COc1cc(C(=O)NCC(=O)N2CCN(S(=O)(=O)c3cc(C)ccc3C)CC2)cc(OC)c1OC	-23	-4	9	14	20	102	-3.0	7	2	1
CC(=O)Cc1ccccc1OC(=O)c1ccco1	14	1	-4	8	-2	97	0.4	7	-2	1
Cc1ccc(S(=O)(=O)NC(C(=O)O)c2ccccc2)cc1 (configuration not stated)	-4	0	-6	-2	0	94	-0.8	5	3	1
O=C(CCc1nnc(CCCCc2ccccc2)o1)NCCCc1cccnc1	-15	-7	2	9	-2	96	-3.3	-6	-2	-6
CCOc1cc(/C=C2/C(=N)N3C(=NC2=O)SN=C3S(C)(=O)=O)ccc1OC(=O)c1ccco1	.	8	3	0	2	105	-0.3	-3	-7	8
COc1ccc(NC(=O)CNC(=O)C2CCCCC2)cc1OC	-5	-6	-5	7	2	98	0.2	4	10	0
Cc1c(C(=O)O)oc2ccc(S(=O)(=O)N(CC(C)C)CC(C)C)cc12	-13	-10	6	9	1	108	-0.1	0	-4	-3
CCCn1c(C)cc(/C=C(\C#N)C(=O)OCC(=O)Nc2cc(OC)c(OC)c(OC)c2)c1C	-47	-3	-8	9	3	102	1.3	-7	-1	6
O=C(C1=C[C@H](c2ccc3c(c2)OCO3)C[C@H](OCc2ccc(CO)cc2)O1)N1CCN(Cc2ccc3c(c2)OCO3)CC1	19	0	-6	12	-2	96	-1.3	4	4	-10
COC(=O)[C@]1(CC(C)C)N[C@H](c2ccc(SC3CCCCC3)cc2)[C@@H]2C(=O)N(C)C(=O)[C@@H]21	1	-8	1	4	-4	96	2.8	3	1	1
CCc1nc2ccc(C(=O)N3CCN(S(=O)(=O)CC)CC3)cn2c1N(CCC(C)C)CCN(C)C	-9	-1	.	-2	-2	97	-1.5	-4	-3	1
O=C(Nc1ccc(F)cc1)Nc1ccc(Cl)cn1	-39	-1	-1	11	-1	98	8.2	-11	1	-1
O=C(COc1ccc2c(C(F)(F)F)cc(=O)oc2c1)Nc1ccc(N2CCOCC2)cc1	16	-1	7	15	-2	94	2.2	4	3	-4
COc1cc(/C=N/NC(N)=O)ccc1OC(=O)c1cccs1	-35	0	4	-4	5	102	-1.2	1	2	0
O=C(NCCCn1ccnc1)/C(=C\c1cccnc1)NC(=O)c1ccccc1F	-34	7	6	2	1	91	-1.0	-3	-7	-1
C[C@H]1Cn2cnc(C(=O)NCC(=O)OC(C)(C)C)c2C(=O)N1	10	-2	1	4	0	103	0.6	5	4	-1
O=C(COC(=O)Cc1ccccc1F)NCc1ccc(Cl)cc1	-16	2	-4	10	2	106	0.1	-5	-2	-3
O=C(NC(CSCc1ccccc1)C(=O)N/N=C/c1ccc(O)cc1O)c1ccc([N+](=O)[O-])cc1 (configuration not stated)	41	5	0	10	-7	96	-1.1	40	-4	6
Cc1ccccc1C#N	-16	-9	4	0	0	99	2.4	0	1	2
Cn1c(=O)oc2cc(S(=O)(=O)Nc3ccccc3F)ccc21	-12	2	13	5	1	99	-2.5	10	10	0
CC(C)(C)Cc1c(C2CCCCC2)nc2ccc(Br)cn12	8	4	.	.	-4	101	.	-10	-12	2
O=C(CSc1nnc(Cc2ccccc2)n1Cc1ccco1)NC1CCCC1	17	-6	-17	-4	-1	95	-0.9	4	2	1
OC(CNCc1ccc(F)cc1)(c1ccc(F)cc1)c1ccc(F)cc1	-3	0	-2	9	-1	97	-0.2	-14	-10	-4
COc1cc2c(c(OC)c1OC)-c1ccc(OC)c(=O)cc1C(NC(C)=O)CC2 (configuration not stated)	-9	12	7	-25	16	102	-0.5	1	-3	9
Cn1c(N/N=C/c2cccs2)cc(=O)n(C)c1=O	-7	-9	-7	-2	4	106	0.1	-7	-2	4
Nc1nc(Nc2ccc(Cl)cc2)nc2ccccc12	-31	-1	2	2	-13	98	0.1	-22	2	-4
O=C(c1cc(Sc2cccc(Cl)c2)nc2ccccc12)N1CCN(c2ccccn2)CC1	10	-9	-2	2	1	91	-1.3	-9	1	-4
COc1ccccc1-n1ccnc(SCC(=O)NC2CCCC2)c1=O	4	-8	-2	-1	0	97	-2.5	4	-4	9
O=C(Cn1cnc2c(nnn2Cc2ccc(F)cc2)c1=O)N1CCCCC1	-4	0	8	5	-1	99	0.6	0	0	-1

Complete entries, looked up by structure:
Entry for `Cn1c(=O)oc2cc(S(=O)(=O)Nc3ccccc3F)ccc21` → SRC2 inh: -12; NOD2 RIPK2 PPI: 2; TLR9-MyD88 block: 13; MC4R antagonist: 5; N-glyco inh: 1; ABCB6 inh 2: 99; MC4R ag barr: -2.5; Cardio protect: 10; ABHD5 PLIN5 PPI: 10; HTR2A ag: 0
Entry for `O=C(COC(=O)Cc1ccccc1F)NCc1ccc(Cl)cc1` → SRC2 inh: -16; NOD2 RIPK2 PPI: 2; TLR9-MyD88 block: -4; MC4R antagonist: 10; N-glyco inh: 2; ABCB6 inh 2: 106; MC4R ag barr: 0.1; Cardio protect: -5; ABHD5 PLIN5 PPI: -2; HTR2A ag: -3

Next part:
SMILES	SRC2 inh	NOD2 RIPK2 PPI	TLR9-MyD88 block	MC4R antagonist	N-glyco inh	ABCB6 inh 2	MC4R ag barr	Cardio protect	ABHD5 PLIN5 PPI	HTR2A ag
COc1cc(/C=N/NC(=O)C(=O)N2CCCCCC2)ccc1O	-23	1	-1	2	0	96	-4.5	7	-1	6
Cc1cc(O)c(Sc2ncn[nH]2)cc1NS(=O)(=O)c1ccc(Cl)cc1	14	3	-7	10	0	103	-0.3	-3	12	1
COC(=O)c1cc(C(=O)OCC(=O)c2ccc3c(c2)NC(=O)CO3)cc([N+](=O)[O-])c1	-5	-5	-2	-3	2	99	-4.5	6	1	3
O=C(/C=C/c1ccccc1)N1CCN(C(=O)c2ccco2)CC1	-4	-5	5	-2	0	94	2.0	3	9	8
Cc1cccnc1NC1CCCCC1	-10	3	-2	-4	2	99	1.2	5	-1	0
Cc1cc(C)n(CCCNC(=O)c2ccc(C)o2)n1	-1	-14	1	-1	4	96	-1.9	1	3	-3
S=c1[nH]nc(CN2CCCCC2)n1Cc1ccccc1	10	-7	-2	4	-1	97	-1.4	-6	-10	2
CCN(CC)S(=O)(=O)c1ccc2nc(CCl)[nH]c2c1	-3	-10	6	3	1	95	0.6	3	-5	-2
COc1cccc(C2=NOC(C(=O)Nc3cccc(C(C)=O)c3)C2)c1 (configuration not stated)	-3	1	-3	20	1	109	0.2	-4	1	-4
Cc1ccc(C2(C(F)(F)F)NC(=O)N3CCN=C3S2)cc1 (configuration not stated)	-29	1	-10	12	1	101	1.9	2	-2	3
Cc1cccc(NC(=O)c2ccccc2NC(=O)Cc2ccccc2)c1C	-4	14	18	9	0	91	0.2	0	1	0
O=[N+]([O-])c1cc(/C=N\Nc2ccccn2)ccc1Cl	17	-5	-2	-9	1	93	0.5	-3	3	0
COc1cccc(C=NNc2ccc([N+](=O)[O-])cn2)c1OC	-32	0	-4	8	-1	99	3.3	-2	-5	-1
O=C(CSc1ncnc2scc(-c3ccccc3)c12)Nc1ccc(C(=O)O)cc1	-19	-2	5	5	-2	96	0.3	0	-1	4
NC(=O)CSc1nc2scc(-c3ccco3)c2c(=O)n1-c1ccccc1	6	3	-27	5	1	94	-0.1	32	49*	5
Cc1cccc(C(=O)OCC(=O)N2CCN(C(=O)c3ccco3)CC2)c1O	-26	-6	-16	5	0	97	-0.3	-1	2	-4
O=C(CSc1nc2ccccc2o1)N1c2ccccc2Sc2ccc(Cl)cc21	5	-2	-1	12	-3	96	-1.3	0	-6	3
Cc1oc(-c2ccc(Cl)cc2)nc1CS(=O)CC(=O)NCCCN1CC(C)CC(C)C1 (configuration not stated)	-13	-2	2	1	0	97	-1.3	-5	8	6
C#CCOCCOCCOCCNc1nc(N2CCN(C(=O)CCCCCCCCCCNC(=O)Cn3cc(C[C@@H](C)O)nn3)CC2)nc(N2CCN(C(=O)CCCCCCCCCCNC(=O)Cn3cc(C[C@@H](C)O)nn3)CC2)n1	-22	-1	-6	14	13	91	-1.5	80*	15	-1
CCCn1nnc(NC(=O)C(C)Oc2ccc(Cl)cc2Cl)n1 (configuration not stated)	8	-6	8	5	-2	101	-1.1	2	-7	0

Source: PubChem BioAssay
